PostGolgi yeast: growth inhibition of a yeast mutant, post-Golgi transport screen | inhibition, % at 10 µM | post-Golgi transport phenotypic cell assay | AID 739 | 0.9% of 98,000 active;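 also: yeast cells grown in 1536-well plates; yeast grown about 18 h at 30C before absorbance read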
E coli WT exp: growth inhibitors of E. coli BW25113 wild type; growth inhibition, % at 100 µM; 0.15% of 98,000 active; OD600 absorbance; AID 710;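 active = growth inhibition above about 50% at one test dose, limit read from the data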;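 also: growth measured after 20 h incubation at 37 °C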
HUVEC inhibit: inhibitors of human endothelial cell proliferation; HUVEC proliferation, CellTiter-Glo luminescence, 72 h; hits give low values; viability, % at 10 µM (by protocol); 1.1% of 86,000 active;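 active = viability at or below 30%; inactive = viability above 30%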;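 also: 100% = median luminescence of DMSO-only cell control wells on each plate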
Lung fibro prol: blocks proliferation of human lung fibroblasts; 1.1% of 85,000 active; LL 47 human lung fibroblast viability, ATP luminescence; hits give low values; viability, % at 10 µM;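 active = viability at or below 50% in the single dose screen; inactive = viability above 50%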;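 also: compound exposure lasted 72 h before the ATP readout; 100% = median luminescence of untreated cell-only wells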
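Times – overnight cell rest, 72 h compound treatment at 37 °C · Test system – human lung fibroblast line LL 47, low passage · Amount – 1,150 cells in each well · Controls – cell-only wells, no compound · Doses – 0.1% DMSO in all compound wells · Measured by – CellTiter-Glo luminescence · Buffer or medium – IMEM plus 15% FBS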
PostGolgi ctrl: yeast control strain growth, post-Golgi counter-screen; efflux-deficient yeast background strain, growth absorbance A615, 16 h; inhibition, % at 10 µM; 5% of 98,000 active
H69AR growth 86K: blocks growth of human H69AR lung tumor cells | H69AR lung tumor viability, ATP luminescence, 72 h; hits give low values | viability, % at 10 µM | 6% of 85,000 active;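 active = viability at or below 40%; inactive = viability above 40%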;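 also: multidrug resistant small cell line overexpressing MRP-1 efflux transporter; 100% = mean luminescence of untreated control wells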
S1P2 agonist: agonists of human S1P2 receptor. activation, % at 4.5 µM. S1P2-expressing cell line, agonist reporter read-out. O95136. 0.46% of 97,000 active. AID 729; in the data active = activation above about 16%;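 also: 0% = vehicle low control and 100% = maximal reference agonist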
Target sequence (O95136 whole entry, looked up): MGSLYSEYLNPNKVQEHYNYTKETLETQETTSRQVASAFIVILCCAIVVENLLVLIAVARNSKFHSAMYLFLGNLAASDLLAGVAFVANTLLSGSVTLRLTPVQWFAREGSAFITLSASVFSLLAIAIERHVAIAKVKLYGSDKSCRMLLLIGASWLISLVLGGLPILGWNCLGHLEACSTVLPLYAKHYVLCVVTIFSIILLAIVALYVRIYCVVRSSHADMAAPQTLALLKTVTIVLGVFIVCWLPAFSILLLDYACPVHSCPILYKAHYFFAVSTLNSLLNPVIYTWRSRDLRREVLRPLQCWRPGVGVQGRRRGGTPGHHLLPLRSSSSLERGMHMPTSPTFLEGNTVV
S1P2 antag: blocks the human S1P2 receptor; O95136; cell-based S1P2 antagonist assay, inhibition at 5 uM; inhibition, % at 5 µM; 0.21% of 97,000 active; AID 736; in the data active = inhibition above about 45%;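 also: CRE beta-lactamase reporter cells expressing human S1P2 stimulated with S1P; 0% = agonist at EC80 alone and 100% = agonist plus reference antagonist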
DAT uptake mod: changed human dopamine transporter uptake under cocaine IC80; Q01959; LLC-PK1 hDAT cells, [14C]-dopamine uptake with cocaine IC80; actives deviate in either direction; B-score at 10 µM; 1.3% of 110,000 active;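 active = Z score or B-score, a plate-position-corrected score, falls beyond the plate's 99.7% confidence bounds, in either direction; inactive = both scores lie inside the 99.7% bounds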;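 also: scored against the spread of the other compound wells on the same plate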
Target sequence (Q01959 whole entry, looked up): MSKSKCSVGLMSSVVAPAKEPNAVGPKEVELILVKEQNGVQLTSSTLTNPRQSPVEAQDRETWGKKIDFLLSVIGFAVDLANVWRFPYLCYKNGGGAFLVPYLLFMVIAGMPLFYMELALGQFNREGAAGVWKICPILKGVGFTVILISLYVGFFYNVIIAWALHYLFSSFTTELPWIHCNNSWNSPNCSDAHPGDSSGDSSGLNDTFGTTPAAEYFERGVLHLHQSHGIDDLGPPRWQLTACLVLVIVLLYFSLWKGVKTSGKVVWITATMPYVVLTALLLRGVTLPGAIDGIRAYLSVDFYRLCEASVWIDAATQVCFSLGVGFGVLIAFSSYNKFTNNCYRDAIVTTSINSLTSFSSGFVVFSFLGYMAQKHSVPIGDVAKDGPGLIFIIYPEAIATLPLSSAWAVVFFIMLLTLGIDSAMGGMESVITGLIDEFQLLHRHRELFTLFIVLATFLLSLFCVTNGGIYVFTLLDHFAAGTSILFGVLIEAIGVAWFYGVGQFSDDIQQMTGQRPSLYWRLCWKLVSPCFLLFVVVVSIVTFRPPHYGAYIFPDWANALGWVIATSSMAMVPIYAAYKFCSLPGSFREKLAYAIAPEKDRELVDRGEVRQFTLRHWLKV
The depositor's hits bear a star; . = no result given. Rule as the data show it, unless noted: active = inhibition above about 30%; inactive = the rest.

SMILES	PostGolgi yeast	E coli WT exp	HUVEC inhibit	Lung fibro prol	PostGolgi ctrl	H69AR growth 86K	S1P2 agonist	S1P2 antag	DAT uptake mod
COc1ccc2cc(CN(Cc3cccs3)Cc3nnnn3Cc3ccccc3)c(=O)[nH]c2c1	.	.	70	88	.	98	-2	-6	1.6
CSc1nc(=NC(C)=O)ss1	5	-3	94	88	15	52	-3	12	0.41
COc1cccc(-c2nnc(SCc3nc4ccccc4[nH]3)n2N)c1	11	18	97	107	10	83	-4	-16	.
CC(C)(C)c1nc(S(=O)(=O)c2ccc(Cl)cc2)c(N2CCOCC2)o1	0	2	104	101	13	97	1	-11	0.14
O=[n+]1c2c(n([O-])c3cc(Br)ccc31)CCC2	15	32	94	98	8	96	-6	29	-0.2
CC(C(=O)NC1CCCC1)N(C(=O)c1ccc(-c2ccccc2)[nH]1)c1ccccc1F (configuration not stated)	22	-12	.	.	19	.	-4	20	0.91
COc1ccc(CN2C(=O)NC3(CCCCCC3)C2=O)cc1F	.	.	111	103	.	94	.	.	1.6
Cc1nnc(NCc2ccco2)c2ccccc12	3	19	98	97	8	80	1	-7	-0.58
CCCOc1ccc(/C(O)=C2/C(=O)C(=O)N(CCN(C)C)C2c2ccc(O)c(OC)c2)cc1 (configuration not stated)	3	-1	101	107	13	101	.	.	0.34
Cc1c(N(C)C)nc2ccccc2c1N	-7	-2	.	.	1	.	-11	-4	-0.0036
Clc1ccc(-c2nnc(CSc3nnc(-c4cccs4)o3)o2)cc1	0	-2	108	100	-2	94	-2	-8	0.73
CC(=O)c1sc(N)c(C(=O)OC(C)C)c1C	0	2	101	106	9	76	-4	-7	-0.7
Cc1nc2ccc(S(=O)(=O)NCC(=O)N3CCN(c4ccccn4)CC3)cc2s1	0	-4	114	99	4	92	2	1	0.19
Cc1oc(-c2cccc(Cl)c2)nc1CN1CCCC(C(=O)NCc2ccco2)C1 (configuration not stated)	1	10	76	90	10	60	-7	13	0.47
O=C(CS(=O)(=O)Cc1ccccc1)Nc1ccc(Cl)cn1	.	.	98	102	.	94	-1	-13	0.52
Cc1cccc(C2CC(c3ccccc3)Nc3nc(N)nn32)c1 (configuration not stated)	-6	-1	102	98	6	100	-3	10	-0.48
COc1ccc(-c2cc(C(F)(F)F)nc(SCC(=O)Nc3sc4c(c3C#N)CCC4)n2)cc1	19	1	.	.	3	.	-2	-4	-0.1
O=C(COc1ccccc1Cl)Nc1ccc2c(c1)OCCO2	20	-1	97	93	17	87	-4	15	-0.5
Cn1cc(Cl)c(C(=O)Nc2nc3ccccc3s2)n1	5	2	.	.	5	.	-8	3	1.2
O=C(NCC(=O)N(c1ccccc1)C(C(=O)NC1CCCC1)c1cccnc1)c1cccs1 (configuration not stated)	8	-6	.	.	2	.	-4	15	-0.4
C=CCN(C(=O)CNS(=O)(=O)c1ccccc1)C(C(=O)NCCOC)c1ccncc1 (configuration not stated)	-5	-5	88	99	-11	94	-3	6	-1.1
COc1cc(C(C(=O)NC(C)(C)C)N(C(=O)CNC(=O)c2cccs2)c2ccc(C(C)C)cc2)cc(OC)c1OC (configuration not stated)	5	-3	.	.	14	.	-4	-21	0.48
COc1ccc2ccc3c(c2c1)N=CC1(O3)N(C)c2ccccc2C1(C)C (configuration not stated)	.	.	93	87	.	78	-5	25	2.4
COc1ccc(-c2nc(C#N)c(NCCc3ccccc3)o2)cc1OC	0	-3	95	103	13	66	-4	2	-0.034
COc1ccc(S(=O)(=O)CC(O)CN2CCCC2=O)cc1 (configuration not stated)	15	-5	.	.	20	.	-4	11	-1.6
COc1cc(S(=O)(=O)N(Cc2ccco2)C2CCCC2)ccc1-n1cnnn1	-1	-28	.	.	22	.	-1	-21	-0.24
CCc1nc(SCC(=O)NCc2ccco2)c2c(=O)n(C)c(=O)n(C)c2n1	5	0	99	95	17	88	-3	14	-1.8
O=C(OC1CCCCC1)c1ccc(NC(=O)C2CCCCC2)cc1	-20	-7	65	90	19	50	-5	-16	0.12
COc1ccc(OC)c(S(=O)(=O)NCc2cn3c(C)csc3n2)c1	-8	4	103	95	-4	88	-5	-13	-0.031
O=C(Nc1ccc(Cl)cc1)c1csc(-c2ccccc2)n1	0	4	.	.	12	.	-7	15	-1.8
O=C(C1CCCN(S(=O)(=O)c2cccc3nonc23)C1)N1CCC(Cc2ccccc2)CC1 (configuration not stated)	-3	-10	70	94	24	52	0	-12	0.026
COc1ccccc1NC(=O)c1ccccc1NS(=O)(=O)N1CCCC1	-7	7	100	98	30	95	-3	14	1.4
CCCCn1c(SCc2cc(=O)[nH]c3ccccc23)nc2c1c(=O)n(C)c(=O)n2C	.	.	93	99	.	90	.	.	-0.29
Cc1csc2ncc(C(=O)NCCc3ccccc3)c(=O)n12	-6	6	94	97	22	93	-3	13	0.48
CC12CN(C(=O)c3ccccc3)C3(C#N)CC1CCC23C (configuration not stated)	-3	3	98	99	0	93	-7	-20	-1.1
CCOC(=O)C1CCN(Cc2nc3ccccc3c(=O)n2-c2ccc(OCC)cc2)CC1	3	-7	86	101	7	78	0	-13	0.23
Cn1nc(-c2ccc(OCC(=O)Nc3cccnc3)cc2)c2ccccc2c1=O	4	-14	.	.	5	.	-4	-11	-0.16
COc1ccnc(N=CNOCc2ccc(F)cc2Cl)c1C#N	-3	-1	113	109	6	99	2	1	0.00013
Cc1ccc(C(=O)CSc2nnc(-c3ccco3)n2CC2CCCO2)cc1 (configuration not stated)	6	6	103	110	13	99	-3	12	1.3
Cc1ccc2[nH]c3c(NCCN4CCOCC4)ncnc3c2c1	11	12	94	96	24	61	.	.	0.32
Cn1c(CSCc2ccc(F)cc2)nnc1SCC(=O)N1CCN(c2ccccc2)CC1	0	5	.	.	5	.	-6	5	0.78
COCCCNC(=O)CN(c1cccc(Cl)c1)S(C)(=O)=O	-4	5	90	102	5	109	.	.	0.034
CC(C)=C1C2CCC1C1C(=O)N(c3nc(-c4ccc(C(C)C)cc4)c(C)s3)C(=O)C21 (configuration not stated)	-5	-17	.	.	4	.	-6	-5	0.53
CN1C=CC(=C2C(=O)c3ccccc3C2=O)C=C1	5	-10	96	97	-2	89	-2	-7	-0.8
CCN(CC)S(=O)(=O)c1cccc(-c2nnc(SC(C)C(=O)NCCC3=CCCCC3)o2)c1 (configuration not stated)	-4	-15	79	94	11	33*	-3	16	0.28

The closing 6 entries of the part before lead into the next:
SMILES	PostGolgi yeast	E coli WT exp	HUVEC inhibit	Lung fibro prol	PostGolgi ctrl	H69AR growth 86K	S1P2 agonist	S1P2 antag	DAT uptake mod
Cc1ccc2[nH]c3c(NCCN4CCOCC4)ncnc3c2c1	11	12	94	96	24	61	.	.	0.32
Cn1c(CSCc2ccc(F)cc2)nnc1SCC(=O)N1CCN(c2ccccc2)CC1	0	5	.	.	5	.	-6	5	0.78
COCCCNC(=O)CN(c1cccc(Cl)c1)S(C)(=O)=O	-4	5	90	102	5	109	.	.	0.034
CC(C)=C1C2CCC1C1C(=O)N(c3nc(-c4ccc(C(C)C)cc4)c(C)s3)C(=O)C21 (configuration not stated)	-5	-17	.	.	4	.	-6	-5	0.53
CN1C=CC(=C2C(=O)c3ccccc3C2=O)C=C1	5	-10	96	97	-2	89	-2	-7	-0.8
CCN(CC)S(=O)(=O)c1cccc(-c2nnc(SC(C)C(=O)NCCC3=CCCCC3)o2)c1 (configuration not stated)	-4	-15	79	94	11	33*	-3	16	0.28
COc1cccc(-c2noc(C3CCCN(C(=O)Cc4ccccc4)C3)n2)c1 (configuration not stated)	0	4	89	88	13	72	-1	4	1.5
O=C(NCC1COc2ccccc2O1)c1ccc(NC(=O)C2CCCO2)cc1 (configuration not stated)	-1	1	96	109	2	105	.	.	0.028
O=C(N/N=C/c1ccc([N+](=O)[O-])cc1)c1ccc2nc[nH]c2c1	-10	5	.	.	22	.	0	15	0.008
COc1ccc(C2(C(=O)NCC3CCCO3)CCOCC2)cc1 (configuration not stated)	0	-6	115	100	14	96	-9	2	0.71
C=CCn1c(SCc2c(C)noc2C)nc2sc(C)c(C)c2c1=O	-4	-13	52	68	35*	20*	10	-49	0.77
O=C(NC(NNc1ccc([N+](=O)[O-])cc1)(C(F)(F)F)C(F)(F)F)c1ccc(Cl)cc1	21	-8	.	.	58*	.	0	-3	-0.071
CC(=O)N1c2c(cc(Br)cc2S(=O)(=O)NCC2COc3ccccc3O2)CC1C (configuration not stated)	-6	-7	96	98	12	83	-3	-26	0.18
CCCCCCC(=O)NCC(=O)OCC(=O)c1ccccc1	2	14	89	89	-8	94	.	.	0.05
CCNC(=O)COn1c(SCC(=O)NCC)nc2ccccc2c1=O	-4	2	89	96	10	90	-7	10	-0.23
CC(C)c1nc(-c2c(N)n(C)c(=O)n(C)c2=O)sc1C(=O)C(C)(C)C	-3	-11	99	102	12	96	.	.	-0.93
C=CCN(CC=C)C(=S)Nc1ccccc1	-5	-1	.	.	3	.	-9	-24	-0.26
O=C(c1ccc2nc(-c3ccco3)c(-c3ccco3)nc2c1)N1CCN(c2ncccn2)CC1	-5	-1	99	102	22	65	-2	-4	-0.085
Cc1nc2ncnn2c(C)c1CCC(=O)NCCC1=CCCCC1	2	2	110	97	0	62	-2	4	-0.29
FC(F)(F)c1cc(C(F)(F)F)c2ccc(N3CCN(c4ccc(Cl)cc4)CC3)nc2n1	16	-16	.	.	21	.	-1	-11	-0.34
Cc1ccc2cc(CN(Cc3nnnn3C3CCCCC3)CC3CCCO3)c(=O)[nH]c2c1 (configuration not stated)	3	5	99	95	16	56	-4	12	1.6
CCCn1c2c(c(O)c(C(=O)Nc3ncccc3O)c1=O)CCCC2	19	1	76	103	9	55	-7	16	-0.29
COc1ccc2[nH]c(=O)c(CN(CCc3ccccc3)C(C)=O)cc2c1	-1	-3	95	106	9	99	-6	15	0.61
CCN(CC)CCNc1c2c(c(C#N)c3nc4ccccc4n13)CCCC2	22	-4	91	90	46*	33*	-3	-13	-1.2
COC(=O)c1ccc(Oc2coc3cc(OCc4cnn(-c5ccccc5)c4)ccc3c2=O)cc1	-13	-4	.	.	-7	.	-4	-18	0.63
Cc1cc(NC(=O)CSc2nc3ccccc3c(=O)n2-c2ccccc2)no1	0	-1	.	.	18	.	-8	2	-0.16
CCOc1ccc(N2C(=O)CS/C2=N/NC(=O)COc2ccc3ccccc3c2)cc1	5	-6	.	.	20	.	-4	11	2.4*
COC(=O)C1=C(C)NC(=O)C1(NS(=O)(=O)c1ccc(C)cc1)C(F)(F)F (configuration not stated)	-4	-2	102	104	-6	94	1	9	-1
O=C(Cn1cc(C(=O)c2ccco2)c2ccccc21)NC1CCCC1	3	-8	96	96	13	78	-5	5	0.037
CC1=C(C(=O)Nc2ccccc2)C2(CCCCC2)C(C#N)=C(SCC(N)=O)N1	2	-2	89	106	3	87	-6	-3	-0.11
CNC(=O)c1cc(C)c(-c2ccccc2)s1	-8	5	107	101	10	93	1	8	0.073
CCN1C(=O)N(c2ccc(Cl)cc2)C(C)=CC1(C)C	-4	-1	95	99	10	96	-1	-13	0.24
CC1CCCCN1Cc1cnc(Cl)s1 (configuration not stated)	6	3	.	.	-9	.	-9	12	-0.04
CN(Cc1ccccc1)Cc1nc2c(c(=O)n(C)c(=O)n2C)n1Cc1ccccc1Cl	1	-9	98	93	40*	83	-12	17	-0.0086
CN=c1scc(C)n1/N=C/c1ccc2c(c1)OCO2	-7	5	96	95	-5	89	-7	18	-0.77
CCCCS(=O)(=O)c1sc2nc(C)cc(C)c2c1N	-3	4	105	102	-4	77	-2	8	0.0092
Cc1nc(-c2ccccn2)sc1C(=O)Nc1ccc(Cl)c(Cl)c1	21	-12	.	.	8	.	-6	-5	-1.4
COC(=O)c1c(F)c(F)c(NCCO)c(F)c1F	-3	10	92	94	27	104	2	3	-0.61

No enrichment for hits. Share with any hit: about 11%.
